Bioassay records (PubChem BioAssay)
Dengue-2 NS5 capping: flavivirus cap methylation enzyme inhibition – biochemical, confirmation dose response, primary screen (AID 588689) | Dengue-2 NS5 methyltransferase capping enzyme assay, biochemical; higher % means a stronger effect | inhibition, % at 25 µM, or IC50 in µM where a hit was titrated | 340,000 compounds, 0.3% hits; in the data active means a potency from the dose series
West Nile virus CPE: inhibition of WNV-induced cytopathic effect – cell-based, CPE readout (AID 1621); CPE inhibition, % at 10 µM; hits with a dose series show IC50 in µM; 290,000 compounds, 0.02% hits; West Nile virus-infected cells, CPE inhibition; higher % means a stronger effect; in the data active means a potency from the dose series; further: strong numbers were not always called active
KOR beta-arrestin-1: KOR antagonists, beta-arrestin recruitment, cell-based, luminescence, uHTS (AID 1778); KOR beta-arrestin recruitment, luminescence, antagonist mode; higher % means a stronger effect; 290,000 compounds, 0.091% hits; inhibition, % at 10 µM, or IC50 in µM where a hit was titrated; in the data active means inhibition above about 50%; further: strong numbers were not always called active
GPR55 activation: GPR55 agonists via beta-arrestin recruitment, primary screen, imaging, U2OS cells, beta-arrestin-GFP redistribution (AID 1961). U2OS GPR55 beta-arrestin-GFP redistribution imaging; higher % means a stronger effect. activation, % at 10 µM; hits with a dose series show EC50 in µM. 290,000 compounds, 0.048% hits;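 active means activation above 40% with more than 50 cells counted in the well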;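 further: U2OS osteosarcoma cells stably expressing GPR55 and beta-arrestin-GFP; plate controls were DMSO negative control for no effect and LPI positive control for full effect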
GPR55 antagonists: inhibition of LPI-stimulated GPR55 beta-arrestin translocation – imaging, U2OS, beta-arrestin-GFP, LPI agonist, primary screen (AID 2013); U2OS GPR55 beta-arrestin-GFP translocation imaging, LPI antagonism; higher % means a stronger effect; 290,000 compounds, 0.13% hits; inhibition, % at 10 µM, or IC50 in µM where a hit was titrated;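 active means spots per cell inhibited over 60%, with over 100 cells counted and total cytoplasm intensity under 500,000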;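 further: U2OS cells stably carrying GPR55 and arrestin-GFP stimulated by 5 µM LPI near EC80; imaged beta-arrestin-GFP aggregate spots per cell after agonist stimulation; plate controls were LPI-stimulated DMSO wells for no effect and DMSO wells without LPI for full effect; some results filed as inactive read as strong as hits; confirmed hits need IC50 under 10 µM and bright autofluorescent wells are also inconclusive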
GPR35 arrestin U2OS: inhibition of zaprinast-stimulated GPR35 beta-arrestin translocation – imaging, U2OS, beta-arrestin-GFP, zaprinast agonist, primary screen (AID 2058); U2OS GPR35 beta-arrestin-GFP translocation imaging, zaprinast antagonism; higher % means a stronger effect; inhibition, % at 10 µM; hits with a dose series show IC50 in µM; 290,000 compounds, 0.052% hits;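 active means inhibition of at least 50% with at least 30 cells and total cytoplasm GFP at most 10,000,000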
KOR beta-arrestin-2: KOR agonists, beta-arrestin recruitment, primary screen, cell-based, luminescence, uHTS (AID 1777); KOR beta-arrestin recruitment, luminescence; higher % means a stronger effect; activation, % at 10 µM, or EC50 in µM where a hit was titrated; 280,000 compounds, 0.02% hits; in the data active means activation above about 50%, passing the limit was not always enough; further: a part of the inactive calls stands beside numbers as strong as those of hits
NOD1 NF-kB reporter: NOD1 signaling inhibitors, primary screen, cell-based, luminescence, uHTS (AID 1578). NOD1-driven NF-kB luciferase reporter cells, luminescence; higher % means a stronger effect. one-dose inhibition, % at 4 µM; EC50 in µM for titrated hits. 290,000 compounds, 1% hits; in the data active means inhibition mostly above about 36%, no sharp cut-off; inactive means mostly below about 34%;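 further: HEK-293T reporter cells stimulated with the NOD1 agonist gamma-tri-DAP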
HIV peptide binding: cell-free HIV fusion peptide-binding blockers – biochemical, uHTS, fluorescence dequenching, primary screen (AID 1986); cell-free peptide binding, fluorescence dequenching, 30 min; higher % means a stronger effect; one-dose inhibition, % at 20 µM; IC50 in µM for titrated hits; 290,000 compounds, 0.3% hits; in the data active means inhibition mostly above about 52%, no sharp cut-off; inactive means mostly below about 76%; further: some results filed as inactive read as strong as hits
* = called active by the depositor; / = not tested or not shown; [ ] = remark or other dose. These rows are one share of the data. The share of hits here may be higher or lower than overall.

SMILES | Dengue-2 NS5 capping | West Nile virus CPE | KOR beta-arrestin-1 | GPR55 activation | GPR55 antagonists | GPR35 arrestin U2OS | KOR beta-arrestin-2 | NOD1 NF-kB reporter | HIV peptide binding
CC(=O)OCC(OC(C)=O)C(OC(C)=O)C(OC(C)=O)C(=O)Nc1ccccc1 (stereo unspecified) | 0% | 0.2% | -36%[20 µM] | -0.1% | -2% | 6% | / | 2% | -2.3%
CCN1C(=O)/C(=C\N(C(C)=O)c2ccccc2)OC1=S | -6% | -0.2% | 15% | 0.6% | 2% | 16% | -4.0% | 56%* | -4.8%
Cc1cc(C)nc(NS(=O)(=O)c2ccc(NC(=S)NC(=O)C(C)C)cc2)n1 | 0% | 0.2% | 0% | 0.4% | -2% | -4% | -3.6% | -20% | 0.6%
CC(=O)N1CCc2cc(S(=O)(=O)CCC(=O)N3CCN(c4ccccc4F)CC3)ccc21 | 1% | -0.1% | -3% | 0.7% | 16% | 6% | 0.2% | -3% | -1.2%
Cc1cc(F)ccc1S(=O)(=O)N1CCCOC1CNC(=O)C(=O)NCc1cccnc1 (stereo unspecified) | -1% | -0.8% | 12% | 0.0% | 16% | -16% | -1.2% | -8% | 0.9%
Cc1ccsc1C(=O)N1CCCC(CCC(=O)NCc2ccccc2F)C1 (stereo unspecified) | -6% | -0.7% | 4% | -0.1% | 11% | 14% | 2.7% | -34% | 1.2%
CCC(=O)c1cc2c(cc1NC(=O)c1cccs1)OCCO2 | 2% | -0.3% | -3% | 0.2% | 3% | 18% | 1.2% | -19% | 0.7%
COc1ccc(/C=N/OCC(=O)N2CC3(C)CC2CC(C)(C)C3)cc1OC (stereo unspecified) | -1% | -0.3% | 15% | -0.4% | 5% | -13% | 2.0% | -2% | -0.6%
CN1CCN(C(=O)/C=C/c2ccc(Cl)cc2)CC1 | 4% | 0.3% | -13% | -0.1% | 7% | -3% | -2.7% | 9% | -3.1%
O=C(CS(=O)(=O)Cc1ccccc1)Nc1ccc(S(=O)(=O)N2CCCCCC2)cc1 | -5% | 0.2% | 6% | -0.1% | 11% | 6% | 1.2% | -24% | -4.5%
O=C(CC(c1ccccc1)c1ccccc1)Nc1ncn[nH]1 | 3% | 1.1% | 8% | -0.2% | -12% | 8% | -4.7% | 20% | -0.3%
O=C(OCc1csc(-c2ccccc2)n1)c1ccc(O)cc1 | 1% | 1.1% | 21% | -0.3% | 13% | -6% | -0.8% | -19% | 0.6%
CCc1ccc(NC(=S)N(Cc2cccc(Br)c2)CC2CCC(C(=O)O)CC2)cc1 (stereo unspecified) | -4% | 0.4% | 2% | 0.1% | 4% | 1% | 0.9% | -35% | 17%
Cc1nn(CC(=O)NCCCN2CCCCC2)c(=O)c2cccn12 | 0% | -0.1% | 78% | 0.3% | -8% | 2% | -4.3% | -5% | 1.8%
O=S(=O)(c1ccccc1)n1ccc(-c2cnc(-c3ccccc3)s2)n1 | -5% | -0.8% | 19% | 0.0% | 25% | 3% | 1.8% | 8% | 1.8%
O=C1c2ccccc2C(=O)N1CCOc1ccccc1Br | -2% | -0.3% | 34% | -0.2% | -1% | 5% | -2.1% | -39% | -1.5%
Cc1sc2ncnc(SCC(=O)NC3CC3)c2c1C | 3% | 0.3% | -17% | -0.1% | -3% | -5% | 12% | -14% | 0.1%
N#CCCN(C(=O)COc1ccc(F)cc1Br)c1ccccc1F | -2% | -1.3% | -9% | 0.4% | -4% | -4% | -0.6% | -41% | -0.2%
CC(C)=CCC/C(C)=C/CC/C(C)=C/CC/C(C)=C/CC1=C(C)C(=O)c2ccccc2C1=O | 3% | 2.3% | 12% | -0.1% | 12% | 2% | -1.1% | 2% | 19%
CCc1nnc(NC(=O)c2ccc(NS(=O)(=O)c3ccccc3)cc2)s1 | -4% | 0.2% | -26% | -0.1% | 4% | 0% | -0.6% | -22% | 1.7%

Printed as active in NOD1 NF-kB reporter, of those listed so far:
SMILES | Dengue-2 NS5 capping | West Nile virus CPE | KOR beta-arrestin-1 | GPR55 activation | GPR55 antagonists | GPR35 arrestin U2OS | KOR beta-arrestin-2 | NOD1 NF-kB reporter | HIV peptide binding
CCN1C(=O)/C(=C\N(C(C)=O)c2ccccc2)OC1=S | -6% | -0.2% | 15% | 0.6% | 2% | 16% | -4.0% | 56%* | -4.8%

Single entries from the list:
O=S(=O)(c1ccccc1)n1ccc(-c2cnc(-c3ccccc3)s2)n1 in Dengue-2 NS5 capping has -5%
CC(C)=CCC/C(C)=C/CC/C(C)=C/CC/C(C)=C/CC1=C(C)C(=O)c2ccccc2C1=O in Dengue-2 NS5 capping has 3%

Further results.
SMILES | Dengue-2 NS5 capping | West Nile virus CPE | KOR beta-arrestin-1 | GPR55 activation | GPR55 antagonists | GPR35 arrestin U2OS | KOR beta-arrestin-2 | NOD1 NF-kB reporter | HIV peptide binding
CC(=O)N1CCN(c2ccc(NC(=O)COc3ccc(Cl)cc3Cl)cc2)CC1 | 0% | 0.7% | -51% | 0.2% | -1% | -7% | 3.2% | 38% | -2.0%
Cc1cccc(NC(=O)c2cc3ccccc3nc2C)c1 | -16% | -0.5% | 11% | 0.0% | 3% | 10% | -6.9% | -6% | 4.4%
CCOC(=O)N1CCN(S(=O)(=O)c2ccc3c(c2)CC(C)N3C(C)=O)CC1 (stereo unspecified) | -8% | -0.7% | -7% | -0.1% | -5% | 14% | -6.4% | 10% | -0.6%
Oc1ccc(C=Nc2ccccc2-c2nc3ccccc3[nH]2)c(O)c1 | -1% | -0.8% | -8% | -0.2% | 19% | 1% | -2.6% | -38% | -2.4%
COc1ccc(-c2nnc(C3CCN(S(=O)(=O)c4ccccc4)CC3)o2)cc1 | 2% | -0.6% | -45%[20 µM] | 0.7% | -1% | -9% | -4.3% | -24% | 0.0%
O=C(NCCc1ccc(Cl)cc1)c1cccc(NC2=NC3CS(=O)(=O)CC3S2)c1 (stereo unspecified) | -3% | 0.3% | 14%[20 µM] | 0.9% | 21% | 5% | -6.0% | -17% | 0.8%
Cc1cccc(CSC2=NCCN2C(=O)c2ccc(Br)o2)c1 | -11% | -0.6% | -22% | -0.2% | -7% | 8% | -1.1% | -13% | 0.8%
CCn1nc(C)cc1C(=O)N1CCCC(Nc2ccc(C(C)C)cc2)C1 (stereo unspecified) | 2% | -0.1% | -12% | 0.0% | 10% | 21% | -1.5% | 0% | -1.2%
CCc1n[nH]c(=S)n1/N=C/c1ccc2c(c1)OCO2 | 4% | 0.1% | 33% | 0.0% | 17% | 6% | 0.2% | 6% | 4.8%
CC(C)CC(NC(=O)c1ccccc1NC(=O)c1ccccc1)C(=O)O (stereo unspecified) | -4% | 1.0% | -23% | 0.2% | 5% | -4% | 5.6% | -20% | 0.8%
Cc1ccc(Oc2cc(NN3CCCCC3)c([N+](=O)[O-])cc2[N+](=O)[O-])c(Cl)c1 | 5% | -0.1% | -20%[20 µM] | -0.3% | 3% | -6% | -3.1% | 13% | 2.0%
CC1CCN(C(=S)NCCc2ccccc2)CC1 | -9% | -0.9% | -10% | -0.1% | -4% | -9% | -3.7% | -61% | -1.7%
COc1cc(NS(=O)(=O)c2ccc(NC(=O)c3cccnc3)cc2)ncn1 | -5% | 0.1% | -7% | -0.1% | 7% | 21% | -1.4% | 2% | 0.5%
CN(C)c1cccc(C(=O)Nc2cccc(F)c2)c1 | -6% | -0.1% | 29% | -0.1% | -3% | 2% | -1.7% | -29% | -2.6%
S=c1nc(-c2ccccc2)n(CCCn2ccnc2)c2c1CCCC2 | 1% | 0.2% | -38% | -0.3% | 6% | 1% | -1.0% | -9% | -1.4%
CCCc1ccc(C(=O)CCC(=O)O)cc1 | 5% | -0.5% | -56% | -0.3% | 11% | -2% | -6.3% | 9% | 1.4%
Cc1cc(C)cc(C(=O)NCC(=O)OCC(=O)N(C)c2ccccc2)c1 | -1% | 0.8% | 22% | -0.3% | 8% | 0% | -3.2% | -7% | -0.7%
CC(C)CNC(=O)COC(=O)c1ccc([N+](=O)[O-])cc1Cl | -1% | 0.0% | 8% | 0.3% | 19% | -7% | -1.3% | -8% | 0.3%
COc1cc(OC)c2c(C)cc(=O)oc2c1C(CCN1CCOCC1)c1ccc2c(c1)OCO2 (stereo unspecified) | -8% | 0.0% | 18% | -0.1% | 8% | -3% | -1.4% | 1% | 0.0%
NC(=O)NC(CC(=O)Nc1cccnc1)c1cccc(Br)c1 (stereo unspecified) | -6% | -0.2% | -16% | -0.1% | -6% | 3% | -4.0% | -14% | -0.8%
CCOc1ccc(-n2cc(C(=O)N3CCCCCC3)c3cc(OC)c(OC)cc3c2=O)cc1 | 4% | -0.1% | 34% | -0.1% | 4% | 6% | -4.9% | 6% | 5.6%
CCN(C(=O)CCCC(=O)N(CC)c1ccccc1)c1ccccc1 | -1% | -1.0% | -42% | -0.5% | -6% | 2% | 4.2% | -50% | 0.0%
O=C(Nc1nnc(C2CCCC2)s1)C1CCN(S(=O)(=O)c2ccc(Cl)cc2)CC1 | -4% | 1.0% | -22% | -0.2% | 18% | -17% | -0.2% | -34% | 6.3%
O=C(CCN1C(=O)C2C3C=CC(C3)C2C1=O)Nc1ccc2ncccc2c1 (stereo unspecified) | -8% | 0.3% | 10% | -0.3% | 3% | 1% | -0.3% | / | 6.1%
O=C(O)c1ccc2noc(-c3ccccc3)c2c1 | 2% | 0.3% | 18% | 0.0% | -3% | -3% | -4.0% | -36% | 19%
O=C(Nc1ccc(O)c(C(=O)O)c1)c1cccc(NC(=O)c2ccco2)c1 | 1% | 0.4% | 9% | 0.2% | 6% | 12% | -2.7% | -18% | 7.7%
CN(C)C(=O)CSc1n[nH]c(=O)[nH]c1=O | -9% | -0.1% | -20% | -0.2% | 4% | 5% | 5.7% | -33% | -0.9%
OC1CCN(CC(O)C(F)(F)F)CC1 (stereo unspecified) | -8% | 0.8% | -14% | -0.1% | 2% | -6% | 0.3% | 9% | 0.5%
COc1ccc(NC(=O)c2cc3c(=O)n(C)c4ccccc4c3n2C)cc1Cl | 5% | 0.0% | -20% | -0.1% | 14% | -10% | -0.4% | -6% | 0.5%
CCN(CC(=O)Nc1c(F)cccc1F)C(=O)CCc1nc2cc(S(=O)(=O)N(C)C)ccc2n1CC | -8% | -0.6% | -4% | 0.0% | 8% | -6% | -0.3% | -34% | 2.1%
Cc1ccc(C(=O)NNC(=S)NC(=O)c2ccc(Cl)cc2Cl)cc1 | -8% | 1.5% | -21% | -0.1% | 6% | -1% | -2.0% | 20% | 9.7%
O=C(CCC1CCCC1)Nc1nnc(-c2ccc3c(c2)OCO3)s1 | 0% | / | 19% | -0.3% | -1% | -4% | -0.4% | -34% | -2.2%
CN(C)C(CNC(=O)c1cccc(S(=O)(=O)N(C)C)c1)c1ccccc1 (stereo unspecified) | 9% | 0.4% | -34% | -0.1% | 4% | -6% | 5.2% | -15% | -2.4%
Cc1cc(C)cc(OC(C)C(=O)Nc2ccc(S(=O)(=O)Nc3cc(C)nc(C)n3)cc2)c1 (stereo unspecified) | -3% | -0.5% | -4% | -0.1% | 10% | -6% | 1.4% | -25% | 2.3%
COc1cccc(/C=N/NC(=O)C(=O)N2CCCC2)c1OC | 1% | / | -29% | 0.0% | 14% | 12% | 2.6% | -31% | 1.8%
